NSD2 block – inhibitors of human NSD2, primary screen, biochemical, plate reader, single point | inhibition, % at 12.5 µM | 44,000 compounds, 0.07% hits | NSD2-SET H3K36me1 DELFIA fluorescence | Histone-lysine N-methyltransferase NSD2 (Homo sapiens), O96028 | AID 624260, 2012; in the data active = inhibition above about 54%, passing the limit was not always enough;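 also: inhibitors reduce the monomethyl H3K36 fluorescence signal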
Target sequence (O96028 whole entry, looked up): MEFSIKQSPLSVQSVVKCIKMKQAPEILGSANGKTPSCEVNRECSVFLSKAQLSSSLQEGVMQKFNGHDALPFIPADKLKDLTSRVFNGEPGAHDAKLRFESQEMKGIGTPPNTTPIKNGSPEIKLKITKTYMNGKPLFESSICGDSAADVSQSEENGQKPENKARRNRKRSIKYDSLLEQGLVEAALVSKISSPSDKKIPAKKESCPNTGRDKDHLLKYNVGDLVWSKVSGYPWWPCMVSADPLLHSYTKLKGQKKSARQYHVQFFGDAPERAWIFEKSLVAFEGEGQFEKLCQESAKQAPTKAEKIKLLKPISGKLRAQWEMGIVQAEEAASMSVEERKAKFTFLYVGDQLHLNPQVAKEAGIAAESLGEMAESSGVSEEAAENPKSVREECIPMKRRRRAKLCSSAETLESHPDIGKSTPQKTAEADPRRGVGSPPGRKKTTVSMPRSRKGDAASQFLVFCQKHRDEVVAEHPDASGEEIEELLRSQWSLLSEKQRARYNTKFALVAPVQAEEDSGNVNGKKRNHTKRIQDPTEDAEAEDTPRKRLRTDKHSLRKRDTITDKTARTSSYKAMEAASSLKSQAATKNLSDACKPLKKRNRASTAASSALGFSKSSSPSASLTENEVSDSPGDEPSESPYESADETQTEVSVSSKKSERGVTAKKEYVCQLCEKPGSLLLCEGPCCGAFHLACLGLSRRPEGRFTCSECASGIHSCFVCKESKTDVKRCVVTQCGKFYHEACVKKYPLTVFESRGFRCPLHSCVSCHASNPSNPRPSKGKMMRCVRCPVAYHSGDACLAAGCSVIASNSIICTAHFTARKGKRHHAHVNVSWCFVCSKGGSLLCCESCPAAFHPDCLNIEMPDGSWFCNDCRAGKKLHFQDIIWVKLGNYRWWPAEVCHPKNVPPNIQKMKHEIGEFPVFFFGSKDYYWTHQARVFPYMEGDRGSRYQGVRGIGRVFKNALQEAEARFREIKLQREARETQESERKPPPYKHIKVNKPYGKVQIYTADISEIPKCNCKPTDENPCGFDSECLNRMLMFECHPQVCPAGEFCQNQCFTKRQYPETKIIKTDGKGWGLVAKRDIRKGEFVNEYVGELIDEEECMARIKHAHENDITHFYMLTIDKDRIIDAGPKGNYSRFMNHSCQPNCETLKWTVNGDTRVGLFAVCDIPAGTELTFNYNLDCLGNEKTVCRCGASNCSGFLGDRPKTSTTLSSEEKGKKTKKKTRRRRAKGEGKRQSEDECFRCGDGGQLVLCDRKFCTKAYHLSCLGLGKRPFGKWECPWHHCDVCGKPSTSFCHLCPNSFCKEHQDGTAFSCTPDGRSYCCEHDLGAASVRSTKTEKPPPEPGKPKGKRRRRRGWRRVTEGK
* = called active by the depositor; i = inactive. An excerpt, so the mix of outcomes need not match the whole.

SMILES	NSD2 block
CC(C)C#Cc1ccc2c(c1)O[C@H](CN(C)Cc1ccccc1)[C@H](C)CN([C@@H](C)CO)S2(=O)=O	-2
C[C@@H]1CCCCO[C@H](CN(C)CC2CC2)[C@@H](C)CN([C@H](C)CO)C(=O)c2cc(NC(=O)Nc3ccccc3)ccc2O1	3
C[C@H](CO)N1C[C@H](C)[C@@H](CN(C)S(=O)(=O)c2ccc(Cl)cc2)Oc2ccc(NC(=O)Nc3ccc4c(c3)OCO4)cc2CC1=O	8
C[C@@H]1O[C@@H](O[C@H]2[C@H](O[C@H]3CC[C@@]4(C)C(CC[C@]5(C)C4CC=C4C6CC(C)(C)CC[C@]6(C(=O)O)CC[C@]45C)[C@]3(C)CO)OC[C@H](O)[C@@H]2O)[C@H](O)[C@H](O)[C@H]1O (stereo not given in full)	-9
C[C@@H]1CN([C@H](C)CO)C(=O)c2cccc(NS(C)(=O)=O)c2O[C@H]1CN(C)C(=O)Nc1ccc2c(c1)OCO2	2
C[C@@H]1CN([C@@H](C)CO)C(=O)Cc2cc(NS(C)(=O)=O)ccc2O[C@@H]1CN(C)Cc1ccc2c(c1)OCO2	3
COc1ccc(S(=O)(=O)N(C)C[C@H]2Oc3c(NC(=O)NC4CCCCC4)cccc3C(=O)N([C@H](C)CO)C[C@H]2C)cc1	5
CC(C)C#Cc1ccc2c(c1)O[C@@H](CN(C)CC1CCCC1)[C@H](C)CN([C@H](C)CO)S2(=O)=O	-3
Cc1noc(C)c1NC(=O)Nc1cccc2c1O[C@H](CN(C)S(=O)(=O)c1ccc(Cl)cc1)[C@@H](C)CN([C@H](C)CO)C2=O	-3
CC(C)C#Cc1cnc2c(c1)C(=O)N([C@@H](C)CO)C[C@@H](C)[C@H](CN(C)C(=O)Cc1ccncc1)O2	15
C[C@@H]1CN([C@@H](C)CO)C(=O)Cc2cc(NS(C)(=O)=O)ccc2O[C@@H]1CN(C)C(=O)Nc1cccc2ccccc12	2
COc1ccc(S(=O)(=O)Nc2cccc3c2O[C@H](CN(C)Cc2ccc(C(=O)O)cc2)[C@@H](C)CN([C@H](C)CO)C3=O)cc1	4
C[C@@H]1CN([C@@H](C)CO)C(=O)c2cc(NC(=O)Cn3cnnn3)ccc2O[C@H]1CN(C)Cc1ccc(Cl)c(Cl)c1	-3
C[C@H]1CN([C@@H](C)CO)C(=O)Cc2cc(NC(=O)NC3CCCCC3)ccc2O[C@@H]1CN(C)Cc1ccc(Cl)c(Cl)c1	-2
CC(C)NC(=O)N(C)C[C@@H]1Oc2ccc(NC(=O)C3CCCCC3)cc2CC(=O)N([C@H](C)CO)C[C@H]1C	0
Cc1ccc(S(=O)(=O)N(C)C[C@@H]2Oc3c(NC(=O)Nc4c(C)noc4C)cccc3C(=O)N([C@H](C)CO)C[C@H]2C)cc1	2
C[C@H](CO)N1C[C@H](C)[C@@H](CN(C)CC2CCCCC2)Oc2ccc(NC(=O)NC3CCCCC3)cc2C1=O	-2
C[C@H]1CN([C@@H](C)CO)C(=O)Cc2cc(NC(=O)Cn3cnnn3)ccc2O[C@@H]1CN(C)CC1CC1	1
CC(C)NC(=O)N(C)C[C@H]1Oc2cc(-c3cncnc3)ccc2S(=O)(=O)N([C@@H](C)CO)C[C@H]1C	-3
C[C@H]1CN([C@@H](C)CO)C(=O)Cc2cc(NC(=O)CCCCCC(=O)Nc3ccccc3N)ccc2O[C@@H]1CN(C)C(=O)Nc1cccc2ccccc12	-1
C[C@H](CO)N1C[C@H](C)[C@H](CN(C)C(=O)C2CC2)Oc2cc(C#CCN(C)C)ccc2S1(=O)=O	2
Cc1noc(C)c1NC(=O)N(C)C[C@@H]1Oc2ccc(NS(=O)(=O)c3ccc(F)cc3)cc2C(=O)N([C@H](C)CO)C[C@@H]1C	2
CNC[C@@H]1OCCCC[C@H](C)Oc2ccc(NS(=O)(=O)c3ccc(OC)cc3)cc2C(=O)N([C@@H](C)CO)C[C@@H]1C	2
Cc1ccc(S(=O)(=O)N(C)C[C@@H]2Oc3ccc(NC(=O)NC4CCCCC4)cc3CC(=O)N([C@H](C)CO)C[C@H]2C)cc1	4
C[C@@H]1CN([C@@H](C)CO)C(=O)c2cccc(NC(=O)NC3CCCCC3)c2O[C@@H]1CN(C)C(=O)Nc1cccc2ccccc12	9
COc1ccc(-c2cn3cccnc3n2)cc1NC(=O)C(C)C	5
O=C(C[C@H]1C=C[C@H](NC(=O)Cc2cccnc2)[C@H](CO)O1)Nc1ccccc1	3
O=C(NO)c1ccc(C(=O)N/N=C/c2ccccc2C(=O)O)cc1	-1
C[C@@H]1CN([C@@H](C)CO)C(=O)c2cccc(N(C)C)c2O[C@@H]1CN(C)C(=O)NC1CCCCC1	1
CC(=O)OCC(=O)[C@@]12OC3(CCCC3)O[C@@H]1CC1C3CCC4=CC(=O)C=C[C@]4(C)[C@@]3(F)[C@@H](O)C[C@@]12C (stereo not given in full)	1
C[C@H](CO)N1C[C@H](C)[C@@H](CN(C)C(=O)NC2CCCCC2)Oc2ccc(NC(=O)Nc3cccc4ccccc34)cc2C1=O	-6
C[C@@H]1CN([C@H](C)CO)C(=O)Cc2cc(NC(=O)c3ccncc3)ccc2O[C@@H]1CN(C)C(=O)Nc1cccc2ccccc12	3
C[C@@H]1CN([C@H](C)CO)C(=O)c2cc(NS(C)(=O)=O)ccc2O[C@@H]1CN(C)Cc1ccccc1	6
C[C@@H]1CCCCO[C@@H](CN(C)S(=O)(=O)c2ccccc2)[C@@H](C)CN([C@@H](C)CO)C(=O)c2cc(NC(=O)CCC(F)(F)F)ccc2O1	2
Cc1noc(C)c1NC(=O)N(C)C[C@@H]1Oc2ccc(NS(=O)(=O)c3ccc(Cl)cc3)cc2C(=O)N([C@H](C)CO)C[C@@H]1C	6
C[C@@H]1CCCCO[C@H](CN(C)Cc2ccccc2)[C@@H](C)CN([C@H](C)CO)C(=O)c2cc(NS(=O)(=O)c3cn(C)cn3)ccc2O1	5
CC(C)NC(=O)N(C)C[C@H]1Oc2ccc(NS(=O)(=O)c3ccc(F)cc3)cc2CC(=O)N([C@H](C)CO)C[C@H]1C	4
Cc1ccn2c(NC(=O)C(C)(C)Oc3ccc(Cl)cc3)c(-c3ccc(F)cc3)nc2c1	-2
C/C=C/c1cnc2c(c1)C(=O)N([C@H](C)CO)C[C@H](C)[C@@H](CN(C)S(=O)(=O)c1ccc(C)cc1)O2	2
C[C@@H]1CCCCO[C@@H](CN(C)S(=O)(=O)c2cccs2)[C@@H](C)CN([C@@H](C)CO)C(=O)c2cc(NC(=O)Nc3ccc(F)cc3)ccc2O1	-5
Cc1noc(C)c1NC(=O)Nc1ccc2c(c1)C(=O)N([C@@H](C)CO)C[C@H](C)[C@@H](CN(C)S(=O)(=O)c1c(C)noc1C)OCCCC[C@@H](C)O2	-1
C[C@@H]1CN([C@@H](C)CO)C(=O)c2cc(NC(=O)Nc3ccc(F)cc3)ccc2O[C@@H](C)CCCCO[C@@H]1CN(C)Cc1ccncc1	4
CC(C)NC(=O)Nc1ccc2c(c1)CC(=O)N([C@H](C)CO)C[C@@H](C)[C@H](CN(C)S(C)(=O)=O)O2	-2
CCCNC(=O)N(C)C[C@@H]1Oc2ncc(C#Cc3ccncc3)cc2C(=O)N([C@@H](C)CO)C[C@H]1C	2
C[C@@H]1CCCCO[C@H](CN(C)Cc2ccc(C(=O)O)cc2)[C@@H](C)CN([C@H](C)CO)C(=O)c2cc(NC(=O)CCC(F)(F)F)ccc2O1	-2
CCCNC(=O)N(C)C[C@H]1Oc2ncc(C#CCc3ccccc3)cc2C(=O)N([C@@H](C)CO)C[C@@H]1C	-2
CS(=O)(=O)Nc1ccc2c(c1)[C@@H]1C[C@H](CC(=O)NCc3ccccc3)O[C@H](CO)[C@@H]1O2	-6
C[C@@H]1CN([C@@H](C)CO)C(=O)c2cc(NS(C)(=O)=O)ccc2O[C@H]1CN(C)C	2

Seven entries out of the list above, ordered by the number in NSD2 block, smallest number first:
SMILES	NSD2 block
C[C@H](CO)N1C[C@H](C)[C@@H](CN(C)C(=O)NC2CCCCC2)Oc2ccc(NC(=O)Nc3cccc4ccccc34)cc2C1=O	-6
C[C@@H]1CCCCO[C@@H](CN(C)S(=O)(=O)c2cccs2)[C@@H](C)CN([C@@H](C)CO)C(=O)c2cc(NC(=O)Nc3ccc(F)cc3)ccc2O1	-5
C[C@H]1CN([C@@H](C)CO)C(=O)Cc2cc(NC(=O)Cn3cnnn3)ccc2O[C@@H]1CN(C)CC1CC1	1
Cc1noc(C)c1NC(=O)N(C)C[C@@H]1Oc2ccc(NS(=O)(=O)c3ccc(F)cc3)cc2C(=O)N([C@H](C)CO)C[C@@H]1C	2
C[C@@H]1CCCCO[C@H](CN(C)CC2CC2)[C@@H](C)CN([C@H](C)CO)C(=O)c2cc(NC(=O)Nc3ccccc3)ccc2O1	3
C[C@@H]1CN([C@H](C)CO)C(=O)c2cc(NS(C)(=O)=O)ccc2O[C@@H]1CN(C)Cc1ccccc1	6
C[C@@H]1CN([C@@H](C)CO)C(=O)c2cccc(NC(=O)NC3CCCCC3)c2O[C@@H]1CN(C)C(=O)Nc1cccc2ccccc12	9

Later entries
SMILES	NSD2 block
C[C@H]1CN([C@@H](C)CO)C(=O)c2cc(C#Cc3ccccn3)cnc2O[C@H]1CN(C)C(=O)c1ccccn1	-8
CS(=O)(=O)Nc1ccc2c(c1)[C@@H]1C[C@H](CC(=O)NCc3cccnc3)O[C@@H](CO)[C@@H]1O2	-3
C[C@@H]1CN([C@H](C)CO)C(=O)c2cc(-c3ccc(C#N)cc3)cnc2O[C@H]1CN(C)CC1CCOCC1	14
O=C(C[C@H]1C[C@H]2c3cc(NC(=O)c4ccc5c(c4)OCO5)ccc3O[C@H]2[C@H](CO)O1)NCCc1ccccc1	0
C[C@@H]1CN([C@@H](C)CO)C(=O)c2cccc(NC(=O)c3ccncc3)c2O[C@@H]1CN(C)C(=O)Nc1cccc2ccccc12	2
C[C@@H]1CN([C@H](C)CO)C(=O)Cc2cc(NC(=O)CCCCCC(=O)Nc3ccccc3N)ccc2O[C@@H]1CN(C)Cc1ccncc1	2
C[C@H](CO)N1C[C@H](C)[C@H](CN(C)S(=O)(=O)c2cccc(F)c2)Oc2ncc(/C=C/c3ccccc3)cc2C1=O	13
C[C@@H]1CN([C@H](C)CO)C(=O)c2cc(NC(=O)CCCN(C)C)ccc2O[C@H]1CN(C)S(=O)(=O)c1ccc(Cl)cc1	8
Clc1cccc(Nc2nnc(-c3ccccc3)c3ccccc23)c1	-2
C[C@H](CO)N1C[C@H](C)[C@@H](CN(C)S(=O)(=O)c2cccs2)Oc2ccc(NC(=O)Nc3ccc4c(c3)OCO4)cc2CC1=O	-2
C[C@@H]1CN([C@H](C)CO)C(=O)c2cc(-c3ccc(C#N)cc3)cnc2O[C@@H]1CN(C)C(=O)CC1CC1	6
C[C@@H]1CN([C@H](C)CO)S(=O)(=O)c2ccc(C#CC(C)(C)O)cc2O[C@@H]1CN(C)Cc1ccc(F)cc1	23

A stretch of the results above, for reference:
SMILES	NSD2 block
C[C@H]1CN([C@@H](C)CO)C(=O)c2cc(C#Cc3ccccn3)cnc2O[C@H]1CN(C)C(=O)c1ccccn1	-8
CS(=O)(=O)Nc1ccc2c(c1)[C@@H]1C[C@H](CC(=O)NCc3cccnc3)O[C@@H](CO)[C@@H]1O2	-3

Continued:
SMILES	NSD2 block
Cc1ccc(S(=O)(=O)Nc2ccc3c(c2)C(=O)N([C@H](C)CO)C[C@H](C)[C@@H](CN(C)C(=O)Nc2ccc(F)cc2)OCCCC[C@H](C)O3)cc1	-10
CC(C)NC(=O)Nc1ccc2c(c1)CC(=O)N([C@@H](C)CO)C[C@H](C)[C@H](CN(C)S(=O)(=O)c1cn(C)cn1)O2	-1
COCC(=O)N(C)C[C@@H]1Oc2cc(-c3ccc(C#N)cc3)ccc2S(=O)(=O)N([C@@H](C)CO)C[C@H]1C	-3
COCC(=O)Nc1ccc2c(c1)[C@@H]1C[C@H](CC(=O)NCc3ccc4c(c3)OCO4)O[C@H](CO)[C@@H]1O2	8
C[C@H]1CN([C@@H](C)CO)C(=O)Cc2cc(NC(=O)Nc3ccc4c(c3)OCO4)ccc2O[C@H]1CN(C)C(=O)Nc1cccc2ccccc12	-5
CCCN(C)C[C@@H]1Oc2cc(C#CC3(O)CCCC3)ccc2S(=O)(=O)N([C@H](C)CO)C[C@@H]1C	2
C[C@@H]1CN([C@H](C)CO)C(=O)Cc2cc(NS(=O)(=O)c3cccs3)ccc2O[C@H]1CN(C)C(=O)Nc1ccc2c(c1)OCO2	3
NC(=O)CCCCn1ccc(NC(N)=NCC(F)(F)F)n1	-1
C[C@H]1CCCCO[C@H](CN(C)S(=O)(=O)c2cn(C)cn2)[C@@H](C)CN([C@@H](C)CO)C(=O)c2cc(NC(=O)CCCN(C)C)ccc2O1	i
COc1ccc(CN(C)C[C@H]2OCCCC[C@@H](C)Oc3ccc(NC(=O)CCC(F)(F)F)cc3C(=O)N([C@@H](C)CO)C[C@@H]2C)cc1	2
Cc1noc(C)c1S(=O)(=O)Nc1cccc2c1O[C@H](CN(C)Cc1ccc(-c3ccccc3)cc1)[C@H](C)CN([C@H](C)CO)C2=O	8
COc1ccc(S(=O)(=O)N(C)C[C@H]2Oc3c(NC(=O)Nc4ccc(C(F)(F)F)cc4)cccc3C(=O)N([C@@H](C)CO)C[C@H]2C)cc1	-4
C[C@H](CO)N1C[C@H](C)[C@@H](CN(C)S(=O)(=O)c2ccccc2)Oc2c(NC(=O)CCCCCC(=O)Nc3ccccc3N)cccc2C1=O	0
Cc1noc(C)c1NC(=O)Nc1ccc2c(c1)C(=O)N([C@@H](C)CO)C[C@@H](C)[C@H](CN(C)C(=O)Nc1ccc3c(c1)OCO3)OCCCC[C@H](C)O2	-1
Cc1noc(C)c1S(=O)(=O)N(C)C[C@H]1Oc2c(NS(=O)(=O)c3ccc(F)cc3)cccc2C(=O)N([C@@H](C)CO)C[C@H]1C	3
COc1ccc(CN(C)C[C@H]2OCCCC[C@@H](C)Oc3ccc(NC(=O)Nc4ccc(OC)cc4)cc3C(=O)N([C@H](C)CO)C[C@@H]2C)cc1	-4
O=C(Nc1ccc2c(c1)[C@H]1C[C@H](CC(=O)N3CCCCC3)O[C@H](CO)[C@H]1O2)c1cccnc1	-3
